Bioassay records from PubChem.
MEP2-GFP yeast = modulators of TOR pathway MEP2-GFP in S. cerevisiae; AID 2016; S. cerevisiae MEP2-GFP strain, flow cytometry GFP, 3 h; 100% = DMSO control level; GFP response vs DMSO, % at 10 µM; 330,000 tested, 0.51% active;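 active = GFP response versus DMSO above a set limit, roughly screen mean plus 3 SD, cut at about 180% in these data; inconclusive = fewer than 70 cells counted for a yeast strain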;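 also: median GFP fluorescence of the barcode-gated MEP2-GFP cells per well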
GRK2 inh = human GRK2 inhibition via aptamer displacement | inhibition of aptamer binding, % at 10 µM | 330,000 tested, 0.59% active | bead flow cytometry, FAM-aptamer displacement from GRK2 | AID 488847 | P25098;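 active = inhibition of aptamer binding above 40%, roughly 3 SD of noise, on plates passing a quality check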;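 also: median bead fluorescence of bound FAM aptamer so fluorescent compounds give negative values; no value below 0 was filed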
CR mimetic SO = yeast age-related superoxide inhibition as caloric restriction mimetic; S. cerevisiae aged cells, superoxide DHE fluorescence; hits give low values; superoxide response (% of plate mean), % at 10 µM; 330,000 tested, 0.18% active;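 active = superoxide response under a set limit, about three screen SD below normal, cut at about 65% in these data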;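 also: yeast aged for seven days with compound at 30 °C before DHE staining; 100% = average MFI of all compound-treated wells on the plate with controls excluded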
AGP1-GFP MLPCN = yeast TOR pathway AGP1-GFP modulation | S. cerevisiae AGP1-GFP multiplex flow cytometry, 3 h; GFP as percent of DMSO wells | AID 2066 | 320,000 tested, 0.02% active | GFP response vs DMSO, % at 10 µM;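 active = GFP response relative to DMSO above a set limit, near screen average plus 3 SD, cut at about 150% in these data; inconclusive = fewer than 70 cells counted for the yeast strain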;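 also: median GFP channel fluorescence of the gated AGP1 strain per well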
CIT2-GFP yeast = modulators of TOR pathway CIT2-GFP in S. cerevisiae; S. cerevisiae CIT2-GFP strain, flow cytometry, 3 h; 100 means same as DMSO wells; GFP response vs DMSO, % at 10 µM; 320,000 tested, 0.065% active; AID 2029;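 active = GFP response relative to DMSO above a set limit, near the screen mean plus 3 SD, cut at about 150% in these data; inconclusive = Fewer than 70 cells measured for a yeast strain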;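 also: ratio of well median GFP fluorescence to mean of DMSO wells on the plate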
VLA-4 inh = inhibition in a human VLA-4 binding assay. P13612. VLA-4 expressing cells, ligand binding flow cytometry. inhibition, % (about 7 µM as worked out from the volumes in the protocol). 330,000 tested, 0.2% active. AID 2557; in the data active = inhibition above about 50%
Target sequence (P13612 whole entry, looked up): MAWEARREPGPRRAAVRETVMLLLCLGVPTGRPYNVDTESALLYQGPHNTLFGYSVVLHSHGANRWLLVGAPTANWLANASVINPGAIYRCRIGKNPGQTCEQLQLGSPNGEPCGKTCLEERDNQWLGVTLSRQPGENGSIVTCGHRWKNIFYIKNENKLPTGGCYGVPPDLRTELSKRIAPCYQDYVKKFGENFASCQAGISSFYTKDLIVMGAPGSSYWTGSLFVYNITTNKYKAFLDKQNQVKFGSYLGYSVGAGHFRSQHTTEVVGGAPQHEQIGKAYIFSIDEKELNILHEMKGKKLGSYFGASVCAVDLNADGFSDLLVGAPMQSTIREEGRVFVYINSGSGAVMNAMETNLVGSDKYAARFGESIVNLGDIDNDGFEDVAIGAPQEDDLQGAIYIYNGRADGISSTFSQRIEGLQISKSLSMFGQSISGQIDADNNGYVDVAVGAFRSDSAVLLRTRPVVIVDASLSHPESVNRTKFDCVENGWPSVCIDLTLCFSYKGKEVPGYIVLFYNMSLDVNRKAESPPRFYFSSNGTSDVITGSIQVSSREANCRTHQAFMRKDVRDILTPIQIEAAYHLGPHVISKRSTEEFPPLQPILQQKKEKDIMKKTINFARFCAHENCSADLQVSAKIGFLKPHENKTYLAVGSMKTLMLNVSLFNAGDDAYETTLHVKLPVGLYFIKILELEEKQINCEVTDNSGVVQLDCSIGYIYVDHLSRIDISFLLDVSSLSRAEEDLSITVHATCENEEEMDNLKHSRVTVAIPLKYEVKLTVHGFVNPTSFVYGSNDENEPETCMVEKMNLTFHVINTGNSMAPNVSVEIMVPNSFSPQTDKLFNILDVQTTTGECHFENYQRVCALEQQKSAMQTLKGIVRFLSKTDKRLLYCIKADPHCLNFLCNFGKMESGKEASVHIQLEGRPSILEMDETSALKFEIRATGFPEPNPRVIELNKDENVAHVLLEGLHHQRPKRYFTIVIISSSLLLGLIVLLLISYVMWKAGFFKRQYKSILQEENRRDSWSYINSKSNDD
RPL19A TOR yeast = yeast TOR pathway RPL19A-GFP modulation; S. cerevisiae RPL19A-GFP strain, flow cytometry, 3 h; hits give low values; percent response vs DMSO, % at 10 µM; 330,000 tested, 0.3% active;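 active = percent response vs DMSO below 50%; inconclusive = fewer than 70 events counted for the yeast strain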;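 also: median channel GFP fluorescence of the barcoded RPL19A-GFP strain; ratio of sample median GFP to plate DMSO average so 100% = DMSO; lower means less RPL19A-GFP as with rapamycin TOR inhibition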
LAP4 TOR yeast = alters LAP4-GFP fluorescence in TOR pathway yeast screen. S. cerevisiae LAP4-GFP multiplex, flow cytometry GFP, 3 h; median GFP as percent of DMSO wells. GFP response vs DMSO, % at 10 µM. 320,000 tested, 0.34% active;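 active = GFP response vs DMSO above a set limit, about the screen mean plus 3 SD, cut at about 150% in these data; inconclusive = under 70 cell events counted for the yeast strain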
* marks the source's active call; other numbers are inactive results; u = inconclusive; x = not tested or not shown; [ ] = dose if it differs, or a comment. Rows were taken by chance; overall some 1.7% were active at least once.

Each structure is followed by: VLA-4 inh	CIT2-GFP yeast	CR mimetic SO	AGP1-GFP MLPCN	LAP4 TOR yeast	GRK2 inh	MEP2-GFP yeast	RPL19A TOR yeast
- O=C1NCCCC1C(=O)Nc1cccc(C(F)(F)F)c1 (stereo not drawn)
 : 12.1	92.9	100.4	95.3	88.1	1.0	99.3	101.6
- Cc1ccc(N2CC(C(=O)N(C)CC(=O)Nc3ccc(Cl)c(C(F)(F)F)c3)CC2=O)cc1 (stereo not drawn)
 : 7.0	102.4	116.0	110.3	109.3	0.0	103.2	105.3
- Cc1cc2c(=O)oc(-c3ccc(F)cc3)nc2s1
 : 15.7	94.1	129.0	100.4	91.8	0.0	92.9	101.7
- OC(CNCc1ccccc1)(c1ccccc1)c1ccccc1
 : -8.3	u	103.0	25.6[may fluoresce violet]	85.0[may fluoresce violet]	0.0	211.3*[may fluoresce violet]	66.2[may fluoresce violet]
- O=C(Nc1cccnc1)c1cc(-c2cc(Cl)ccc2O)n[nH]1
 : 1.5	100.1	100.6	101.0	102.9	6.0	99.4	96.8
- CCCNC(=O)N1CCC(C(=O)c2cccc(F)c2)CC1
 : -22.0	99.9	105.3	102.0	100.1	0.0	114.6	98.3
- O=C(NCCc1cccs1)C(c1ccccc1)c1ccccc1
 : 10.4	103.8	104.6	97.6	94.2	0.0	101.0	99.0
- CN1C(=O)N(C)C2C1N(C)S(=O)(=O)N2C (stereo not drawn)
 : 16.0	109.7	115.4	102.2	98.5	0.0	100.1	101.0
- Nc1cc(N)c(OCC(F)(F)F)cc1OCC(F)(F)F
 : 21.1	96.4	120.7	101.2	101.7	4.0	101.6	96.8
- Cc1cc(NC(=O)CCNS(=O)(=O)c2cc(Br)cnc2N)ccc1Br
 : 1.5	103.3	91.1	103.7	92.4	2.0	103.1	97.8
- Cc1ccc(S(=O)(=O)Cc2ccc(C(=O)N3CCN(c4cccc(C)c4C)CC3)o2)cc1
 : 33.3	81.3	122.3	91.1	97.2	6.0	91.4	93.5
- CN(C)c1ccc(NC(=O)c2ccncc2)c2ccccc12
 : -60.5	84.9	100.7	83.8	85.9	6.0	94.0	92.0
- Cc1cc(C)nc(NC2=NCC(=O)N2c2ccc3c(c2)OCCO3)n1
 : 18.3	103.3	104.3	103.6	98.8	1.0	101.2	96.2
- CCC(C)c1c(O)nc(SCc2ccccc2)[nH]c1=O (stereo not drawn)
 : 10.8	94.3	113.7	100.5	95.6	1.0	94.5	96.4
- Brc1ccc2c(c1)C(c1cccs1)=NNC(c1cccnc1)=N2
 : -12.1	x	100.3	102.5	100.3	8.0	106.1	103.9
- O=C(CCC(=O)N(CC(=O)NC1CCCCC1)c1ccc2c(c1)OCCO2)Nc1ccccn1
 : 12.9	111.2	104.3	107.6	100.7	0.0	104.1	100.7
- CC(/C=C/c1ccccc1)=N\NC(=O)c1cc(C)[nH]n1
 : 0.4	98.7	95.9	104.9	96.1	0.0	112.4	110.2
- CCC(C)NS(=O)(=O)c1ccc(NC(=O)Cc2ccc(OC)cc2)cc1 (stereo not drawn)
 : 7.8	94.5	126.9	111.4	96.6	0.0	106.6	101.7
- COc1cccc(NC(=S)NNC(=O)Cn2nc(C(F)(F)F)cc2C)c1
 : -13.6	117.1	81.0	109.6	103.6	1.0	114.4	109.6
- O=C(NCCS(=O)(=O)NCc1ccc(F)cc1)c1ccc2c(c1)OCO2
 : -13.1	98.8	87.3	109.9	110.4	3.0	92.7	102.1
- COc1ccc(Cl)cc1C(=O)NCC#N
 : -5.1	103.0	81.0	98.5	99.2	2.0	96.4	97.3
- COc1ccc(C(=O)N/N=C(\C)Cn2nc([N+](=O)[O-])cc2C)cc1
 : 7.7	94.0	105.2	107.6	102.7	2.0	97.8	105.3
- COc1ccc(C(=O)O)cc1NC(=S)NC(=O)CSc1ccc(Cl)cc1
 : 6.3	104.6	105.1	104.3	107.3	0.0	101.6	100.6
- CCC(C)c1ccc(O)c(NC(=S)NC(=O)c2cccnc2)c1 (stereo not drawn)
 : 6.3	93.2	102.7	100.2	97.3	0.0	94.6	98.8
- Cc1ccc(NC(=O)CS(=O)CC(=O)Nc2ccccc2-c2ccc(C)o2)cc1 (stereo not drawn)
 : -31.9	102.0	109.2	102.5	102.0	6.0	102.3	102.3
- COc1ccc(CCN(Cc2cccs2)S(=O)(=O)c2ccc(-n3cnnn3)c(OC)c2)cc1OC
 : -8.0	109.0	93.1	103.3	105.6	3.0	107.4	101.7
- Cc1ccc(Oc2c(CO)c(-c3ccccc3)nn2C)cc1
 : 0.3	x	103.2	88.9	86.9	6.0	101.4	92.9
- O=C1c2ccccc2S(=O)(=O)N1Cc1nc2ccccc2s1
 : -18.7	113.1	96.5	92.1	103.2	4.0	108.7	88.7
- COc1ccc(NC(=O)Cn2nnc(C(=O)NCc3ccc4c(c3)OCO4)c2N)cc1
 : 5.9	101.0	85.0	98.9	89.0	0.0	101.6	104.9
- COc1ccc(C2C(C(=O)N3CCN(c4ccccn4)CC3)CC(=O)N2c2ccc(OC)cc2)cc1 (stereo not drawn)
 : -8.1	97.5	99.2	100.5	103.2	0.0	101.3	96.3
- CC(C)(C)OC(=O)NCCCCCNC(=O)c1[nH]cnc1C(=O)N[C@@H](Cc1ccccc1)C(=O)OC(C)(C)C
 : 20.3	85.9	103.2	93.7	99.5	7.0	91.9	94.7
- CN(CC(=O)NCCc1ccccc1)S(=O)(=O)c1cccc2nsnc12
 : 12.5	98.8	99.1	103.0	97.1	2.0	98.4	98.1
- COc1ccc2c(CC(=O)NNC(=O)c3ccc(C)cc3)coc2c1
 : 8.6	95.4	90.7	99.2	101.2	8.0	101.6	92.5
- Cc1noc(C)c1COC(=O)c1cc(=O)[nH]c2ccccc12
 : -14.0	99.9	98.2	99.2	99.6	0.0	93.3	96.1
- O=C(COC(=O)c1cccnc1Cl)NCCc1ccccc1
 : -8.9	90.7	81.2	87.3	85.1	4.0	94.1	88.0
- O=C(COC(=O)/C=C/c1ccc([N+](=O)[O-])cc1)NC(c1ccccc1)c1ccccc1
 : 8.6	91.1	82.1	89.1	93.3	1.0	96.5	94.4
- O=[N+]([O-])c1ccccc1S(=O)(=O)Nc1ccc(S(=O)(=O)N2CCCC2)cc1
 : 2.3	102.0	103.6	108.8	108.8	3.0	106.3	101.8
- CC1CCCN(CC(O)COc2ccc(Cl)cc2)C1 (stereo not drawn)
 : 1.2	111.6	101.4	100.6	102.6	2.0	102.1	101.3
- CCCCNC(=O)c1sc(=S)n2c1[nH]c(=O)c1ccccc12
 : 10.9	96.0	115.5	102.1	95.3	0.0	109.7	102.9
- CC(=O)c1ccc(N2CCN(C(=O)CCS(=O)(=O)c3ccc(C)cc3)CC2)cc1
 : 9.7	101.2	96.0	97.7	102.4	2.0	98.9	100.6
- COc1cc(NC(=O)C2CC(=O)N(Cc3ccco3)C2)cc(OC)c1 (stereo not drawn)
 : 9.9	96.0	99.2	105.8	105.8	0.0	100.8	94.6
- O=[N+]([O-])c1ccc(-c2csc(Nc3ccccc3)[n+]2Cc2ccccc2)cc1
 : -30.2	102.5	102.8	108.5	122.0	8.0	109.3	104.9
- COc1ccc(N(Cc2cc(=O)[nH]c3ccccc23)C(C)=O)cc1
 : -11.4	99.2	82.0	102.7	105.7	2.0	107.0	97.6
- N#Cc1ccc(OCc2nnc(-c3ccc([N+](=O)[O-])cc3)o2)cc1
 : 16.9	106.3	106.7	111.7	131.9	3.0	107.3	71.8
- COc1ccc(/C=N/Nc2nc(C)cc(-c3ccccc3)n2)cc1OC
 : 1.7	92.7	99.6	94.0	92.3	0.0	99.5	96.6
- NC(=O)c1cc2ccccc2o/c1=N/NC(=O)c1ccccc1
 : 0.6	97.3	74.0	99.7	97.8	2.0	116.4	112.5
- CSCCC(NC(=O)c1ccccc1)C(=O)N1CCN(C(C)=O)CC1 (stereo not drawn)
 : 6.0	89.0	110.5	99.7	106.0	1.0	99.5	101.0
- COc1ccc(NC(=O)CSc2nnc(Cc3cccn3C)n2CCc2ccccc2)cc1OC
 : 13.8	94.2	91.9	94.2	90.5	0.0	97.7	96.3
- O=C(NCC1CCCO1)C(c1ccc(F)cc1)N(CC1CCCO1)C(=O)c1ccc(-c2ccccc2)[nH]1 (stereo not drawn)
 : -13.8	87.7	101.6	98.5	89.1	0.0	100.1	96.9
- CCOC(=O)c1ccc(N2C(=O)CC(N3CCC(Nc4ccc(F)cc4)CC3)C2=O)cc1 (stereo not drawn)
 : 3.3	108.4	77.7	105.9	117.5	0.0	104.3	102.0
- Cc1ccc(S(=O)(=O)c2c(C)nn(C(C)(C)C)c2OC(=O)CC(C)C)cc1
 : -37.5	98.0	97.7	104.6	97.0	0.0	98.6	97.3
- CCOc1ccccc1N1CCN(C(=O)c2cc3c(C)cc(C)cc3[nH]2)CC1
 : -9.7	95.5	100.0	99.9	119.3	2.0	91.8	87.1
- COc1ccc(C2=NN(CCC(=O)NC3CCC(C)CC3)C(=O)CC2)cc1 (stereo not drawn)
 : 0.0	115.0	97.9	108.4	105.8	2.0	118.2	102.6
- O=C1CC[C@@H](C(=O)N2CSC[C@H]2C(=O)O)N1
 : 7.0	97.5	101.6	97.4	97.8	0.0	98.6	100.1
- CCCC(=O)Nc1ccc2c(c1)C(=O)NC2=O
 : 21.8	97.7	89.6	101.2	95.6	0.0	102.0	98.1
- Cc1cc(C)c(C)c(/C=C(/C#N)C(N)=S)c1C
 : 5.6	96.1	78.8	98.0	104.8	1.0	104.0	100.5
- CCc1ccccc1Cn1c(=O)oc2cccnc21
 : 8.9	96.1	101.0	108.5	110.2	0.0	102.4	102.6
- CC(=O)Nc1ccc(NC(=O)Cc2ccc(F)cc2)cc1
 : 0.3	100.5	117.7	98.4	106.0	1.0	107.6	104.5
- O=C(c1ccc(C(F)(F)F)cc1)C1CCCN(C(=O)CCc2cnccn2)C1 (stereo not drawn)
 : 27.3	106.5	104.8	101.5	94.2	1.0	104.0	102.3
- O=C(c1ccccc1F)N(Cc1ccccc1)Cc1ccccc1
 : 0.8	105.2	100.3	93.0	89.9	1.0	109.6	101.1

More results follow.
Each structure is followed by: VLA-4 inh	CIT2-GFP yeast	CR mimetic SO	AGP1-GFP MLPCN	LAP4 TOR yeast	GRK2 inh	MEP2-GFP yeast	RPL19A TOR yeast
- O=C1NC(c2cc(Cl)cc([N+](=O)[O-])c2O)Nc2ccccc21 (stereo not drawn)
 : -4.3	97.3	129.0	96.5	105.8	1.0	93.0	96.1
- CC(c1ccccc1)N1CC(C(=O)O)CC1=O (stereo not drawn)
 : 18.0	109.1	97.4	109.7	103.8	11.0	106.9	104.8
- N#CCc1ccc(NC(=O)CSc2nnc(C3CC3)n2C2CC2)cc1
 : -3.1	105.0	94.4	101.6	104.5	0.0	100.9	102.2
- O=C1c2ccccc2OC2(C=Cc3ccccc3O2)N1Cc1ccccc1 (stereo not drawn)
 : 19.3	96.5	88.1	101.0	101.1	0.0	100.0	95.9
- CC1Cc2ccccc2N1C(=O)CO/N=C/c1ccccc1OC(F)F (stereo not drawn)
 : 14.9	100.5	88.2	95.3	99.6	0.0	99.5	96.4
- CCn1c(=O)cc(N2CCOCC2)[nH]c1=O
 : -7.4	99.3	90.5	101.0	97.2	0.0	100.4	105.2
- CC(NCCCOc1cccc2ccccc12)c1ccccc1 (stereo not drawn)
 : 15.1	107.9	95.7	102.6	87.7	0.0	108.0	100.9
- CCCS(=O)(=O)N1CCC(C(=O)NCCCN(C)Cc2ccccc2)CC1
 : -7.1	92.7	87.1	94.2	92.6	3.0	96.7	95.7
